Screens deposited in PubChem BioAssay by several laboratories.
Mtb BioA inh = M. tuberculosis BioA enzyme inhibitors, primary screen, biochemical, plate reader, single point, HTS; purified M. tuberculosis BioA enzyme; inhibition, % at 9.99 µM; hit rate 0.096% among 360,000; AID 602481, 2012; in the data active = inhibition above about 40%; inconclusive = no clear call, values can overlap the other calls
BoNT-F LC inh = BoNT/F light chain protease inhibitors, primary screen, biochemical, flow cytometry, MLPCN library | hit rate 0.22% among 360,000 | inhibition, % at 10 µM | Multiplex microsphere protease cleavage assay | Botulinum neurotoxin type F light chain protease (Clostridium botulinum); in the data active = inhibition above about 35%, passing the limit was not always enough; inconclusive = no clear call, values can overlap the other calls; note: plate controls were buffer without enzyme for full effect and enzyme alone for no effect
GDH-TPI counter = GDH-TPI coupling enzyme inhibitors, primary screen, artefact control for M. tuberculosis FBA inhibitor project, biochemical, absorbance, full deck; GDH-TPI coupled enzyme counterscreen, NADH absorbance; inhibition, % at 4.8 µM; hit rate 1.2% among 360,000; AID 588335, 2011;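 note: 0% = DMSO wells and 100% = wells lacking the enzyme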
DUSP3 inh = VHR1 phosphatase inhibitors, primary screen, biochemical, absorbance, uHTS. recombinant VHR phosphatase, pNPP absorbance. inhibition, % at 13.3 µM. hit rate 0.52% among 290,000. Dual specificity protein phosphatase 3 (Homo sapiens), P51452; in the data active = inhibition above about 50%; note: some compounds called inactive have numbers as strong as hits
Target sequence (P51452 whole entry, looked up): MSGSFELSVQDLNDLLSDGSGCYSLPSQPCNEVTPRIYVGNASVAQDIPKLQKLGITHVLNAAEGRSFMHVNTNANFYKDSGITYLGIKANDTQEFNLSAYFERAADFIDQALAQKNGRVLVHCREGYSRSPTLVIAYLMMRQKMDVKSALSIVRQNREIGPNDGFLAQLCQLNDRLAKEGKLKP
Rv3671c protease = Rv3671c serine protease inhibitors, primary screen, biochemical, fluorescence polarization, M. tuberculosis H37Rv; P9WHR9; inhibition, % at 5.96 µM; hit rate 0.048% among 320,000; AID 2606, 2010; in the data active = inhibition above about 38%;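 note: extracellular domain of Rv3671c used as enzyme; 0% = enzyme with DMSO and 100% = no enzyme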
MazF activator = activators of E. coli MazEF toxin-antitoxin RNase, primary screen, biochemical, fluorescence, uHTS | FAM/BHQ RNA-DNA oligo cleavage fluorescence, 5 h | activation, % at 20 µM | hit rate 0.32% among 350,000; in the data active = activation above about 50%
Target sequence (P0AE70 whole entry, looked up): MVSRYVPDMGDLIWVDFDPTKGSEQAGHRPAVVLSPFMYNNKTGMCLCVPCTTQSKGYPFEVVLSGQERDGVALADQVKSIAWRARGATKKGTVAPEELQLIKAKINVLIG
CCHF vOTU inh = CCHFV vOTU protease inhibitors, primary screen, biochemical, Pep-AMC substrate, fluorescence | Crimean-Congo hemorrhagic fever virus L polyprotein viral ovarian tumor (vOTU) protease … | inhibition, % at 11.5 µM | hit rate 0.55% among 370,000; note: 0% = vehicle wells with enzyme and 100% = no enzyme wells
FadD28 binding = inhibitors of FadD28 bisubstrate probe binding, primary screen, biochemical, fluorescence polarization, single point; Mycobacterium tuberculosis FadD28 fatty-acid-AMP ligase; inhibition, % at 12.5 µM; hit rate 0.22% among 360,000; AID 588549, 2011; in the data active = inhibition above about 8.5%, passing the limit was not always enough; inconclusive = no clear call, values can overlap the other calls
FBA Mtb inh = Mtb FBA enzyme inhibitors, primary screen, biochemical, fluorescence, strain H37Rv; hit rate 2.3% among 360,000; inhibition, % at 1 µM; purified M. tuberculosis FBA, fluorescence read-out; in the data active = inhibition above about 27%;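 note: 0% = vehicle and 100% = reference inhibitor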
Target sequence (P9WQA3 whole entry, looked up): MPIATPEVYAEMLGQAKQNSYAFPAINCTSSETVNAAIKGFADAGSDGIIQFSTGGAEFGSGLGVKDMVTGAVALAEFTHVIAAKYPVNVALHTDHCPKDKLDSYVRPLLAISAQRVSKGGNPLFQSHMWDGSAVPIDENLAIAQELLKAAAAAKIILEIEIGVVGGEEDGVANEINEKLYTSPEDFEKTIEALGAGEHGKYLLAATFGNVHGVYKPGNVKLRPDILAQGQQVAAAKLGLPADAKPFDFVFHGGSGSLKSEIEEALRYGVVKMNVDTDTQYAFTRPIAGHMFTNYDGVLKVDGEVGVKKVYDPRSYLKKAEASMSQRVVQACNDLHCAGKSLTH
UGM FP inh = M. tuberculosis UGM enzyme inhibitors, primary screen, biochemical, fluorescence polarization, single point; hit rate 0.06% among 320,000; UDP-galactopyranose mutase (Mycobacterium tuberculosis (strain ATCC 25618 / H37Rv)), …; AID 504406, 2011; purified UGM, fluorescence polarization probe displacement; inhibition, % at 10 µM; in the data active = inhibition above about 10%, passing the limit was not always enough; inconclusive = no clear call, values can overlap the other calls
Target sequence (P9WIQ1 whole entry, looked up): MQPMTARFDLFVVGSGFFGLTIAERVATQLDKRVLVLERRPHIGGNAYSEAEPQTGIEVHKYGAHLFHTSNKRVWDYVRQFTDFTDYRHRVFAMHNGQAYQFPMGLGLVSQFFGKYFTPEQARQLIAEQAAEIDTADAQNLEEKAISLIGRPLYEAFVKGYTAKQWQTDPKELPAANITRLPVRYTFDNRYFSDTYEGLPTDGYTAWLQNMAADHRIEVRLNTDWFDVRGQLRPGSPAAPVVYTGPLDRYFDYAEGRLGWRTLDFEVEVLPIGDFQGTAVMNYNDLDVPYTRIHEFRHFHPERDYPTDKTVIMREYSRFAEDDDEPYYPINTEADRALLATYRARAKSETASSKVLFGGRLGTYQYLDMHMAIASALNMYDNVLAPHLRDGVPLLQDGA
Starred values were filed as active, the others as inactive. Cut-off read from the data, not from the text of the source, unless noted: active = inhibition above about 30%; inactive = the rest.

How did Cc1nc(SCC(=O)c2ccc(Cl)s2)c2oc3ccccc3c2n1 do in these assays?
Mtb BioA inh: 0.2; BoNT-F LC inh: -8.1; GDH-TPI counter: -2.9; DUSP3 inh: 10.4; Rv3671c protease: 0.4; MazF activator: -17.2; CCHF vOTU inh: -2.2; FadD28 binding: -0.2; FBA Mtb inh: -0.6; UGM FP inh: 1.6

How did CN(CCc1ccccc1)C(=O)c1ccc(NC(=O)Cc2cccc(NC(=O)C3CCN(C(=O)C4CCCC4)CC3)c2)cc1 do in these assays?
Mtb BioA inh: -0.3; BoNT-F LC inh: -5.6; GDH-TPI counter: 9.4; MazF activator: -0.5; CCHF vOTU inh: -4.8; FadD28 binding: -2.3; FBA Mtb inh: 0.1

Results for CCOC(=O)NC1(NC2CCCCC2)Oc2ccccc2O1 ?
Mtb BioA inh: 0.5; BoNT-F LC inh: -0.5; GDH-TPI counter: 1.1; DUSP3 inh: 38.6; Rv3671c protease: -13.8; MazF activator: -1.4; CCHF vOTU inh: -15.3; FadD28 binding: 1.0; FBA Mtb inh: -1.0; UGM FP inh: -1.6

What do the screens show for `Cc1nnc(-c2cccc(Br)c2)c2cn(-c3ccccc3)nc12`?
Mtb BioA inh: -0.6; BoNT-F LC inh: 27.2; GDH-TPI counter: -5.7; DUSP3 inh: -2.4; Rv3671c protease: -4.7; MazF activator: 17.6; CCHF vOTU inh: -8.0; FadD28 binding: -2.1; FBA Mtb inh: -2.7; UGM FP inh: 1.5

How did CN1CCN(Cc2cccc3ncccc23)CC1CCO (stereo not drawn) do in these assays?
Mtb BioA inh: 2.8; BoNT-F LC inh: inconclusive; GDH-TPI counter: 18.2; DUSP3 inh: 16.5; MazF activator: 19.7; CCHF vOTU inh: -5.1; FadD28 binding: 1.9; FBA Mtb inh: 0.0; UGM FP inh: 1.2

Results for C=CCN1CN=C(NS(=O)(=O)c2ccc(NC(C)=O)cc2)NC1 ?
BoNT-F LC inh: 0.2; GDH-TPI counter: -7.2; DUSP3 inh: 24.2; Rv3671c protease: -5.4; MazF activator: -5.9; CCHF vOTU inh: -2.3; FadD28 binding: -2.9; FBA Mtb inh: -5.9; UGM FP inh: 0.0

Results for O=C(NCCc1ccccc1)C(NS(=O)(=O)c1cccc2nsnc12)c1ccccc1 (stereo not drawn) ?
BoNT-F LC inh: -0.4; GDH-TPI counter: 13.0; DUSP3 inh: 34.3; Rv3671c protease: -5.1; MazF activator: -2.9; CCHF vOTU inh: -2.1; FadD28 binding: -4.6; FBA Mtb inh: -0.5; UGM FP inh: -2.1

What do the screens show for `COc1ccc(C2SCCN2C(=S)Nc2cccc(C(F)(F)F)c2)cc1` (stereo not drawn)?
Mtb BioA inh: -2.8; BoNT-F LC inh: 10.5; GDH-TPI counter: 1.4; DUSP3 inh: 8.3; Rv3671c protease: -10.4; MazF activator: -3.6; CCHF vOTU inh: -5.2; FadD28 binding: 1.1; FBA Mtb inh: 0.8; UGM FP inh: 0.5

Results for CCOC(=O)N1CCN(C(=O)/C(=C/c2ccc(Cl)cc2)NC(=O)c2ccccc2)CC1 ?
Mtb BioA inh: 1.5; BoNT-F LC inh: 5.0; GDH-TPI counter: 3.0; DUSP3 inh: 25.6; Rv3671c protease: -3.2; MazF activator: 2.5; CCHF vOTU inh: -9.8; FadD28 binding: -1.5; FBA Mtb inh: 0.9; UGM FP inh: -0.4

Results for COc1ccc(-c2csc(NC(=O)CS(=O)(=O)c3ccccc3)n2)cc1OC ?
Mtb BioA inh: -0.1; BoNT-F LC inh: -9.9; GDH-TPI counter: 6.2; MazF activator: 8.8; CCHF vOTU inh: 3.4; FadD28 binding: -2.3; FBA Mtb inh: -4.6

How did CCn1ncc(/C=C/C(=O)Nc2c(C)nn(Cc3ccc(Cl)cc3Cl)c2C)c1C do in these assays?
Mtb BioA inh: 0.3; BoNT-F LC inh: -4.6; GDH-TPI counter: -7.1; DUSP3 inh: -0.5; Rv3671c protease: -0.3; MazF activator: -20.3; CCHF vOTU inh: 20.3; FadD28 binding: -8.7; FBA Mtb inh: -4.1; UGM FP inh: 1.9

What do the screens show for `COc1ccc(N=C(C)C2=C(O)COC2=O)cc1`?
Mtb BioA inh: 0.7; BoNT-F LC inh: -1.1; GDH-TPI counter: 19.5; DUSP3 inh: 35.6; Rv3671c protease: -7.1; MazF activator: 3.8; CCHF vOTU inh: 4.5; FadD28 binding: -0.2; FBA Mtb inh: 1.1; UGM FP inh: 0.4

How did CCCc1cc(=O)oc2cc(OCC(=O)NC3CC(C)(C)NC(C)(C)C3)ccc12 do in these assays?
Mtb BioA inh: -1.7; BoNT-F LC inh: -3.0; GDH-TPI counter: 7.7; DUSP3 inh: -3.6; Rv3671c protease: -9.1; MazF activator: 11.9; CCHF vOTU inh: 3.6; FadD28 binding: -0.9; FBA Mtb inh: 18.5; UGM FP inh: 1.2

Results for COC(=O)CCC(=O)Nc1ccc(Cl)c(Cl)c1 ?
BoNT-F LC inh: -19.4; GDH-TPI counter: 10.8; DUSP3 inh: 17.3; Rv3671c protease: -3.8; MazF activator: 7.3; CCHF vOTU inh: 16.9; FadD28 binding: -2.3; FBA Mtb inh: 1.0; UGM FP inh: -1.1

How did O=C(C1=NN[C@@H]2C(=O)N(c3cccc(C(F)(F)F)c3)C(=O)[C@H]12)c1ccc2ccccc2n1 do in these assays?
BoNT-F LC inh: -1.3; GDH-TPI counter: 20.8; DUSP3 inh: 4.0; Rv3671c protease: -21.0; MazF activator: 96.5*; CCHF vOTU inh: 24.4; FadD28 binding: -0.1; FBA Mtb inh: -5.1; UGM FP inh: -1.0

Results for Cc1ccc(NC(=O)/C(=C\c2ccccc2)NC(=O)c2ccco2)cc1 ?
BoNT-F LC inh: 6.8; GDH-TPI counter: 21.3; DUSP3 inh: -15.4; Rv3671c protease: 3.5; MazF activator: 12.0; CCHF vOTU inh: 0.0; FadD28 binding: -2.8; FBA Mtb inh: -0.2; UGM FP inh: 1.8

What do the screens show for `COc1cccc(NC(=O)CN2CCCCCC2)c1`?
Mtb BioA inh: 0.3; BoNT-F LC inh: 2.1; GDH-TPI counter: 5.2; DUSP3 inh: 35.2; Rv3671c protease: 2.4; MazF activator: 8.9; CCHF vOTU inh: -11.4; FadD28 binding: -1.4; FBA Mtb inh: 1.1; UGM FP inh: -0.5

What do the screens show for `O=C(CNC(=O)c1ccccn1)N/N=C/c1ccc2c(c1)OCO2`?
BoNT-F LC inh: -0.1; GDH-TPI counter: 2.7; DUSP3 inh: 1.7; Rv3671c protease: -6.9; MazF activator: 1.5; CCHF vOTU inh: 5.5; FadD28 binding: -0.3; FBA Mtb inh: 0.9; UGM FP inh: -0.3

Results for CCC1=NN(C(=O)c2cccc(Br)c2)C(O)(c2ccc(Br)cc2)C1 (stereo not drawn) ?
BoNT-F LC inh: -7.0; GDH-TPI counter: 3.5; DUSP3 inh: -9.6; Rv3671c protease: 4.7; MazF activator: -4.6; CCHF vOTU inh: 9.3; FadD28 binding: -2.5; FBA Mtb inh: -4.9; UGM FP inh: -0.4

How did O=C(Cn1[nH]c(=O)c2ccccc2c1=O)Nc1cccc(S(=O)(=O)N2CCCCCC2)c1 do in these assays?
BoNT-F LC inh: 1.7; GDH-TPI counter: -1.2; DUSP3 inh: 35.6; Rv3671c protease: -8.0; MazF activator: -1.6; CCHF vOTU inh: -7.1; FadD28 binding: 0.2; FBA Mtb inh: 1.0; UGM FP inh: 1.7

Reprinted at random: 3 entries already listed, in no set order.
What do the screens show for `O=C(CNC(=O)c1ccccn1)N/N=C/c1ccc2c(c1)OCO2`?
BoNT-F LC inh: -0.1; GDH-TPI counter: 2.7; DUSP3 inh: 1.7; Rv3671c protease: -6.9; MazF activator: 1.5; CCHF vOTU inh: 5.5; FadD28 binding: -0.3; FBA Mtb inh: 0.9; UGM FP inh: -0.3

What do the screens show for `COc1ccc(N=C(C)C2=C(O)COC2=O)cc1`?
Mtb BioA inh: 0.7; BoNT-F LC inh: -1.1; GDH-TPI counter: 19.5; DUSP3 inh: 35.6; Rv3671c protease: -7.1; MazF activator: 3.8; CCHF vOTU inh: 4.5; FadD28 binding: -0.2; FBA Mtb inh: 1.1; UGM FP inh: 0.4

What do the screens show for `COc1cccc(NC(=O)CN2CCCCCC2)c1`?
Mtb BioA inh: 0.3; BoNT-F LC inh: 2.1; GDH-TPI counter: 5.2; DUSP3 inh: 35.2; Rv3671c protease: 2.4; MazF activator: 8.9; CCHF vOTU inh: -11.4; FadD28 binding: -1.4; FBA Mtb inh: 1.1; UGM FP inh: -0.5

Next part:
What do the screens show for `COc1cccc(-c2cc(C(=O)Nc3cc(C)nn3-c3ccccc3)no2)c1`?
BoNT-F LC inh: 5.4; GDH-TPI counter: 4.3; DUSP3 inh: 6.2; Rv3671c protease: -1.7; MazF activator: -1.9; CCHF vOTU inh: -15.2; FadD28 binding: -0.4; FBA Mtb inh: 3.8; UGM FP inh: 0.9

What do the screens show for `COc1ccc(CCNC(=O)C(CC(C)C)NC(N)=O)cc1` (stereo not drawn)?
Mtb BioA inh: -0.5; BoNT-F LC inh: -8.0; GDH-TPI counter: 3.8; DUSP3 inh: 25.9; Rv3671c protease: 0.1; MazF activator: 5.2; CCHF vOTU inh: -8.6; FadD28 binding: -1.4; FBA Mtb inh: 3.0; UGM FP inh: 1.5

Results for COc1ccc(C(=O)N2CCCN(C)CC2)cc1S(=O)(=O)N1CCCc2ccccc21 ?
Mtb BioA inh: 1.0; BoNT-F LC inh: -3.2; GDH-TPI counter: 8.3; DUSP3 inh: 24.9; Rv3671c protease: 2.7; MazF activator: 6.0; CCHF vOTU inh: -4.7; FadD28 binding: -0.6; FBA Mtb inh: -3.1; UGM FP inh: -0.1

Results for Cc1ccc(C(=O)OCC(=O)NNC(=O)c2ccccc2)c(O)c1 ?
Mtb BioA inh: 0.3; BoNT-F LC inh: -9.8; GDH-TPI counter: 5.2; DUSP3 inh: 8.6; Rv3671c protease: -1.6; MazF activator: 7.7; CCHF vOTU inh: 18.6; FadD28 binding: -0.4; FBA Mtb inh: 1.5; UGM FP inh: 2.4

How did Cc1sc2nc(SCC(=O)C(C)(C)C)n(Cc3ccco3)c(=O)c2c1C do in these assays?
Mtb BioA inh: -0.9; BoNT-F LC inh: -1.2; GDH-TPI counter: 1.8; DUSP3 inh: 3.3; Rv3671c protease: -16.0; MazF activator: 5.4; CCHF vOTU inh: -2.2; FadD28 binding: -4.0; FBA Mtb inh: 0.3; UGM FP inh: -0.7

Results for O=C(N/N=C/c1cccc2ccccc12)c1cccc(F)c1 ?
Mtb BioA inh: 1.1; BoNT-F LC inh: 3.6; GDH-TPI counter: 34.0*; DUSP3 inh: 19.2; Rv3671c protease: -12.8; MazF activator: 11.2; CCHF vOTU inh: 4.2; FadD28 binding: -12.2; FBA Mtb inh: -2.1; UGM FP inh: -0.2

What do the screens show for `CC(C)CN(C(=O)c1cc(Cl)nc2ccccc12)C1CCS(=O)(=O)C1` (stereo not drawn)?
Mtb BioA inh: 4.7; GDH-TPI counter: 3.2; MazF activator: -4.5; CCHF vOTU inh: -3.8; FadD28 binding: -2.4; FBA Mtb inh: 3.0

Results for O=S(=O)(c1ccc(N2CC=C(c3ccccc3)CC2)nc1)N1CCCC1 ?
Mtb BioA inh: 1.1; BoNT-F LC inh: -6.4; GDH-TPI counter: 17.2; DUSP3 inh: -5.6; Rv3671c protease: -5.3; MazF activator: 0.1; CCHF vOTU inh: -1.6; FadD28 binding: -1.5; FBA Mtb inh: -3.8; UGM FP inh: -1.5
